High-throughput results deposited in PubChem by The Scripps Research Institute Molecular Screening Center.
TAAR1 antag: human TAAR1 antagonists, primary screen, Fluo-8 calcium fluorescence, CHO RD-HGA16 cells; inhibition, % at 3 µM; antagonist; 360,000 compounds, 1.5% hits; AID 624466, 2012;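 active = inhibition above a per-plate cutoff, the mean inhibition of test compounds on that plate plus 3 SD, cut at about 49% in these data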;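 note: 0% = DMSO plus EC80 beta-PEA response and 100% = DMSO alone without agonist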
Target sequence (Q96RJ0 whole entry, looked up): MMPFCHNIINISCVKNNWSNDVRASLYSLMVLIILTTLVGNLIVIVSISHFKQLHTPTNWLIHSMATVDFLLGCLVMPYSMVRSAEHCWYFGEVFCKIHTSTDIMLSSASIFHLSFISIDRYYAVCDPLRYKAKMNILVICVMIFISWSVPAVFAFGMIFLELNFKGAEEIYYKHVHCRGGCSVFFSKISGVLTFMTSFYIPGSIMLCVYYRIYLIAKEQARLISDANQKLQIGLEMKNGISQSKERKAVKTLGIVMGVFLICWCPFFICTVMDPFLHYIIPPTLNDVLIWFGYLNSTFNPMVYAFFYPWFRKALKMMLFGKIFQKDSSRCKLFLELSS
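Material: RD-HGA16 CHO cells with stable hTAAR1 and Gα16; Dosing: single nominal final test compound concentration of 3 µM; Schedule: seeding 17-24 h prior, 75-min 37 °C, 30-min RT dye loading; Detection: kinetic Fluo-8 calcium fluorescence measurement; Measure: % inhibition from peak post-agonist over basal fluorescence ratio; Benchmarks: vehicle and agonist controls.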
M1 antag: human M1 muscarinic receptor antagonists, primary screen, CHO-K1 cells, Fluo-8 calcium fluorescence, 1536-well; Muscarinic acetylcholine receptor M1 (Homo sapiens), P11229; inhibition, % at 3 µM; AID 588852, 2011; 360,000 compounds, 1.3% hits; CHO-K1 hM1, ACh EC80 antagonist;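 active = percent inhibition above its own plate's cutoff, namely the mean of that plate's compound wells plus 3 SD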;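 note: peak over basal fluorescence ratio during 140 s after agonist addition; 0% = ACh EC80 plus DMSO and 100% = DMSO alone without agonist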
Target sequence (P11229 whole entry, looked up): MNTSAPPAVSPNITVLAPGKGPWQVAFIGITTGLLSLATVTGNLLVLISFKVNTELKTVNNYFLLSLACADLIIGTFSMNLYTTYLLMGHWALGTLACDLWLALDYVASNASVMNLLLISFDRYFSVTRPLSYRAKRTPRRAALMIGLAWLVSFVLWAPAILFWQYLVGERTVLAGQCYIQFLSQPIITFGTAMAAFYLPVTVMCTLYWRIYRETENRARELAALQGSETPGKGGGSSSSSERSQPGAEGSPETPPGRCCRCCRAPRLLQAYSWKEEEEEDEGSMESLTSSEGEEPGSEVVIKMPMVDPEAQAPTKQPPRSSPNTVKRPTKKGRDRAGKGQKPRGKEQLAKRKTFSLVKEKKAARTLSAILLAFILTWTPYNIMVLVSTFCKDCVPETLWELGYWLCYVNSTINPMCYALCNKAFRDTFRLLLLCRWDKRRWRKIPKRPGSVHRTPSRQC
M1 PAM parental: nonselective calcium activators in parental CHO-K1 cells, primary screen, counter-screen for M1 PAM project, cell-based, Fluo-8 calcium fluorescence, full deck, 1536-well. activation, % at 3 µM. ATP EC20; 0% at ATP EC20, 100% at ATP max. 360,000 compounds, 0.02% hits;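 active = activation above the run cutoff, the mean activation of all test compounds plus 3 SD, cut at about 40% in these data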;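 note: peak over basal fluorescence ratio in a 140 s read after ATP addition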
CHO-K1 Ca antag: nonselective inhibitor or artifact in parental CHO-K1 cells | 360,000 compounds, 0.6% hits | ATP-induced calcium, Fluo-8 fluorescence | inhibition, % at 3 µM;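 active = inhibition above a per-plate cutoff, the plate's mean sample inhibition plus 3 SD, cut at about 24% in these data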;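 note: 0% = DMSO plus EC80 ATP and 100% = DMSO alone without ATP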
CHO-K1 Ca ag: counter-screen for M1 agonists: effect in parental CHO-K1 cells | Fluo-8 calcium fluorescence; scaled to maximal ATP response, vehicle zero | activation, % at 3 µM | 360,000 compounds, 0.48% hits | AID 602248, 2012; in the data active = activation above about 15%;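 note: untransfected CHO-K1 host cells lacking M1 receptor as counterscreen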
CHO parental Ca: ATP-evoked calcium signal inhibitors, parental CHO, primary screen, counter-screen for OX1R antagonist project, cell-based, fluorescence, Fluo-8 calcium dye | parental CHO-K1, ATP-induced calcium, Fluo-8 fluorescence | inhibition, % at 5.6 µM | 330,000 compounds, 0.63% hits;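 active = inhibition above that plate's mean sample inhibition plus 3 SD, cut at about 26% in these data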;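 note: 0% = ATP-challenged DMSO wells and 100% = DMSO wells without ATP; some compounds past the cut are filed as inactive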
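Assay system: untransfected parental CHO cell line. Also added: ATP agonist challenge. Dosing: one dose, 5.6 µM nominal. Measured by: Fluo-8 fluorescence. Read-out: % inhibition. Benchmarks: ATP wells versus no-ATP DMSO wells. Repeats: no replicates.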
CHRM1 agonist: human M1 muscarinic receptor agonists, primary screen, Fluo-8 calcium fluorescence, CHO-K1 cells, HTS | Muscarinic acetylcholine receptor M1 (Homo sapiens), P11229 | CHO-K1 hM1, agonist mode; 0% DMSO, 100% acetylcholine EC100 | activation, % at 3 µM | 360,000 compounds, 0.33% hits;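 active = activation above the run's mean compound activation plus 3 SD, cut at about 16% in these data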;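 note: peak over basal fluorescence ratio within a 140 s kinetic read after compound addition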
CHRM1 PAM: human M1 muscarinic receptor positive allosteric modulators, primary screen, CHO-K1 cells, Fluo-8 calcium fluorescence, 1536-well; activation, % at 3 µM; CHO-K1 hM1, ACh EC20; 0% = ACh EC20, 100% = maximal ACh; 360,000 compounds, 0.088% hits; in the data active = activation above about 19%, passing the limit was not always enough
TAAR1 ag: human TAAR1 agonists, primary screen, Fluo-8 calcium fluorescence, CHO RD-HGA16 cells | Trace amine-associated receptor 1 (Homo sapiens), Q96RJ0 | vehicle wells 0%, saturating PEA agonist 100% | activation, % at 3 µM | 360,000 compounds, 0.99% hits;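 active = activation above the mean activation of all test compounds in the run plus 3 SD, cut at about 38% in these data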
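Repeats: no replicates (n 1) | Material: CHO-derived RD-HGA16 cells with stable Gα16 and human TAAR1 | Technique: Kinetic Fluo-8 calcium fluorescence | Schedule: 17-24 h seeding, 75 min 37 °C dye, 30 min RT | Evaluation: % activation from peak over basal fluorescence ratio, DMSO-to-PEA scaled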
Starred values were filed as active, the others as inactive; / = no result given.

SMILES	TAAR1 antag	M1 antag	M1 PAM parental	CHO-K1 Ca antag	CHO-K1 Ca ag	CHO parental Ca	CHRM1 agonist	CHRM1 PAM	TAAR1 ag
COc1cccc(CNC(=O)CNC(=O)c2cccs2)c1	4.1	-6.7	17.4	-8.8	2.2	-19.4	-1.1	8.3	0.4
Nc1n[nH]c2c1C1(CCCCC1)Cc1ccccc1-2	-15.4	-14.2	5.9	-0.9	0.3	-12.8	1.5	4.2	14.9
OCCNCc1cccc(Br)c1	10.4	-8.8	13.0	-10.3	0.2	-8.0	-3.8	8.0	1.4
O=C(Nc1ccc2c(c1)OCCO2)NC1CCCCC1	3.1	13.8	19.6	0.7	4.7	-5.6	-0.7	1.4	10.5
Cc1cccc(OCC(=O)NNC(=O)Cn2c(=O)cnc3ccccc32)c1	-3.6	-12.3	14.5	-9.6	1.4	-20.8	-1.7	8.4	2.4
O=C1C=C(NCC2CCCO2)C2(CCCCC2)O1 (stereo not drawn)	11.6	12.1	2.1	-10.0	0.6	-1.6	-4.4	-7.0	3.2
O=C1c2ccc(-c3ccc4c(c3)C(=O)N(CCCO)C4=O)cc2C(=O)N1CCCO	-18.2	1.7	7.5	-8.7	1.0	-1.8	-2.8	3.0	7.4
CC(C)OC(=O)Cn1nc(C(c2ccccc2)c2ccccc2)oc1=O	-19.4	-12.9	9.9	1.5	0.1	-16.0	-5.0	4.7	7.2
Oc1ccc(C=Nc2ccccc2-c2nc3ccccc3[nH]2)cc1	-28.6	4.2	9.2	2.4	0.8	-13.6	-11.9	-7.8	-0.5
O=C1NCCN1CCNS(=O)(=O)c1ccc(F)cc1	14.2	3.6	-1.0	-5.5	-0.2	-7.0	-4.1	5.0	2.2
CC1CCN(C(=O)CSc2nc(N)c3c4c(sc3n2)CN(C)CC4)CC1	/	9.7	19.9	-2.3	-0.2	/	-5.7	-9.6	/
CCOC(=O)[C@H]1[C@H]2COc3cc(OC)ccc3[C@@H]2N2C(=O)N(c3ccc(Br)cc3)C(=O)[C@@]12C	/	7.0	-2.1	-6.3	0.0	-14.7	-5.1	-6.8	/
CCOC(=O)C(NC(=O)c1ccccc1)(N1CCCC1=O)C(F)(F)F (stereo not drawn)	-6.5	-1.8	7.7	-2.2	0.6	-15.6	-4.0	6.3	14.5
O=C(CCCN1C(=O)/C(=C/c2ccccc2Cl)SC1=S)N1CCOCC1	-38.2	-10.4	8.6	-14.1	1.2	-17.8	-2.6	4.2	0.3
O=S(=O)(NCCCO)c1ccc2c(c1)Cc1cc(S(=O)(=O)NCCCO)ccc1-2	0.6	3.8	-3.4	7.9	-0.5	-6.8	-3.0	-0.8	6.6
Cc1ccc2nc(-c3cccs3)oc(=O)c2c1	-19.3	2.8	-6.6	-14.0	1.8	5.5	-1.2	6.6	-0.1
COc1ccc(-c2csc(C(NC(C)=O)c3cccc(F)c3)n2)cc1 (stereo not drawn)	-6.8	-14.5	-10.2	14.3	0.1	/	4.5	19.4	3.1
Cc1nc2ccc(Br)cc2c2c1CC(CBr)O2 (stereo not drawn)	-19.6	-6.3	-4.3	2.6	-0.2	-12.3	-10.4	-0.6	-0.2
COC(=O)[C@H](CC(C)C)NC(=O)Cn1cnc2c(OCc3ccccc3)ncnc21	4.6	-3.2	8.2	-8.7	1.0	-22.8	2.6	1.2	3.0
O=C(CCN=C1NS(=O)(=O)c2ccccc21)OCc1nnc(-c2ccccc2)o1	-6.4	-6.4	0.3	-4.6	0.3	-9.3	-0.9	7.3	2.5
COc1ccc(NC(=O)COC(=O)C23CC4CC(CC(Cl)(C4)C2)C3)c(OC)c1	-9.7	-6.0	18.9	-10.7	-0.1	-21.8	-1.6	2.5	-1.0
COc1ccccc1NC(=O)c1c(N=Cc2cccc([N+](=O)[O-])c2)cnn1C	-16.8	-7.2	8.3	-7.3	0.6	-11.3	-2.4	7.2	4.9
CCOC(=O)C(C)Sc1nc(C2CC2)cc(C(F)(F)F)c1C#N (stereo not drawn)	34.0	-2.1	-7.9	2.5	-0.2	-29.4	-5.4	3.7	1.3
Cc1ccc(NC(=O)CSc2nc(N)cc(=O)[nH]2)cc1S(=O)(=O)N1CCCCC1	-1.0	-27.8	12.1	-14.6	0.2	-9.6	-8.0	16.8	0.6
CCc1ccc(CNC(=O)C2CCCN(c3nc4ccccc4o3)C2)cc1 (stereo not drawn)	3.8	-9.8	12.5	-0.8	1.4	-19.2	-4.7	6.2	8.9
CCOC(=O)c1c(C)nc2c(c1-c1cc(OC)ccc1OC)C(=O)c1ccccc1-2	-4.5	-15.8	10.8	-3.6	-0.1	1.7	-4.0	12.6	7.9
CCOc1ccc(-c2nnn(CCC#N)n2)cc1OC	8.6	4.4	0.5	4.1	-0.3	-10.6	-5.8	2.2	2.4
CCN(C(=O)c1cc(OC)c(OC)c(OC)c1)C1CCCCC1	-18.8	-10.4	11.2	-8.6	-0.1	/	-1.5	10.0	0.4
CC1CCCCC1NC(=O)C1CCN(S(=O)(=O)c2cccc3nonc23)CC1 (stereo not drawn)	-5.1	3.9	3.8	-0.2	0.1	-3.4	-1.5	12.2	-0.2
COc1ccccc1OCCC(=O)OCC(=O)Nc1ccc(Br)cc1	1.9	-0.2	24.9	-18.4	4.3	-12.2	0.1	-6.9	5.2
CC1=NN(C(N)=S)C(=O)C1N=Nc1c(Br)cc(Br)cc1Br (stereo not drawn)	40.9	-3.9	6.0	0.2	5.5	-1.9	0.1	2.5	38.9*
COc1cc(/C=N/NC(=O)c2nc(-c3ccccc3)n(-c3ccccc3)n2)ccc1O	5.9	-2.5	13.9	-1.3	1.3	-19.2	-6.0	3.4	0.0
Nc1nncn1C(=O)c1cccs1	4.3	-22.8	16.4	-2.2	0.6	12.4	-1.5	-1.4	7.6
Cc1cc(NC(=O)Nc2cc(F)ccc2F)no1	-1.9	-1.7	-1.0	-17.4	3.1	-4.6	1.2	4.8	15.5
CCCCN1C(=O)C(=O)N(CC(=O)Nc2ccccc2C(C)=O)C1=O	4.2	-10.2	26.5	-11.0	0.2	-7.5	-3.0	12.0	-0.3
Cc1ccc(C(c2nnnn2CCc2ccccc2)N2CCC(C)CC2)cc1 (stereo not drawn)	18.4	-2.6	9.4	1.2	-0.4	-22.7	-6.4	-5.3	8.7

One compound at a time, from the list above:
CCOc1ccc(-c2nnn(CCC#N)n2)cc1OC reads TAAR1 antag: 8.6; M1 antag: 4.4; M1 PAM parental: 0.5; CHO-K1 Ca antag: 4.1; CHO-K1 Ca ag: -0.3; CHO parental Ca: -10.6; CHRM1 agonist: -5.8; CHRM1 PAM: 2.2; TAAR1 ag: 2.4
Nc1nncn1C(=O)c1cccs1 reads TAAR1 antag: 4.3; M1 antag: -22.8; M1 PAM parental: 16.4; CHO-K1 Ca antag: -2.2; CHO-K1 Ca ag: 0.6; CHO parental Ca: 12.4; CHRM1 agonist: -1.5; CHRM1 PAM: -1.4; TAAR1 ag: 7.6

Additional records follow.
SMILES	TAAR1 antag	M1 antag	M1 PAM parental	CHO-K1 Ca antag	CHO-K1 Ca ag	CHO parental Ca	CHRM1 agonist	CHRM1 PAM	TAAR1 ag
Cc1cccc(-n2c(N)cc(=O)nc2SCC(=O)Nc2nnc(C)s2)c1	-2.5	-29.1	10.3	-13.9	0.0	/	-2.7	7.5	4.8
Cc1cccc(NC(=S)NC2CC3CCCC(C2)N3Cc2cccs2)c1C (stereo not drawn)	0.0	-5.1	-1.0	-7.1	0.4	-23.8	-11.8	-3.0	-2.1
COc1cccc(NC(=O)CSCc2cc(=O)n3nc(C4CC4)sc3n2)c1	-2.5	-2.6	-3.8	-12.0	0.2	10.3	-3.4	-0.4	-0.1
O=C(CC1CC2CCC1C2)N1CCN(S(=O)(=O)c2ccccc2[N+](=O)[O-])CC1 (stereo not drawn)	3.2	-13.2	0.2	-14.4	2.8	-19.4	-5.2	2.5	0.8
CC(C)(O)C(=O)N=Nc1c(O)[nH]c2ccccc12	-1.5	-2.0	6.8	-1.5	-0.7	-8.1	-3.8	7.9	4.7
COc1ccccc1CN1CC(C(=O)NCc2cccc(Cl)c2)CCC1=O (stereo not drawn)	-10.0	2.1	15.0	-5.0	0.8	-20.4	-2.0	-0.3	4.1
CC(C)(C)NC(=S)Nc1ccc(Br)cc1	12.7	-2.7	0.0	12.1	2.6	-4.2	-5.4	-1.5	11.6
Cc1cc(N2CCN(c3ccccn3)CC2)n2cc(-c3ccccc3)nc2n1	11.5	6.0	6.2	5.0	2.1	-10.8	-3.1	-1.8	6.9
CC(=O)c1c(C)[nH]c(C(=O)CN2CCN(S(=O)(=O)c3ccccc3)CC2)c1C	2.3	7.9	9.4	-14.1	13.2	-1.8	-0.7	-5.6	13.7
O=Cc1cn(-c2ccccc2)nc1-c1cccnc1	-11.8	8.7	-8.3	-2.5	0.4	-9.6	-3.4	-3.0	1.2
O=C(N/N=C\C=C\c1ccco1)C1COc2ccccc2O1 (stereo not drawn)	-13.1	-2.2	8.4	-6.2	0.9	-1.5	-4.3	2.1	0.5
O=C(O)CCCn1c(=O)c2cccn2c2ccc(F)cc21	1.1	-13.4	7.6	-4.8	0.3	/	-4.5	10.8	-1.4
O=C(O)C1CC(c2ccccc2)=Nc2ccccc2S1 (stereo not drawn)	15.4	-4.4	-0.1	-5.7	0.7	-2.5	-7.5	-16.3	-1.8
Cc1ccc(N2C(=O)c3ccc(C(=O)O)cc3C2=O)c(C)c1	-16.0	3.4	-7.8	-1.0	0.2	1.9	-4.0	-2.8	7.1
Cc1ccc(C(C(=O)NC2CCCC2)N(C(=O)CNC(=O)c2ccco2)c2ccccc2)o1 (stereo not drawn)	-7.0	1.0	20.5	-17.5	0.2	-22.0	-5.0	3.3	-1.1
COc1ccc(C2=NN(C(=O)c3cccs3)C(c3ccc(OC)cc3)C2)cc1 (stereo not drawn)	-4.4	-10.5	15.3	-9.6	-0.3	-18.3	-8.3	11.3	2.6
Cc1ccccc1Nc1nc(-c2cccnc2)nc2ccccc12	-9.9	2.9	16.4	-2.7	2.5	-2.3	-10.6	-13.8	2.8

Quoted at random: 2 entries already listed.
SMILES	TAAR1 antag	M1 antag	M1 PAM parental	CHO-K1 Ca antag	CHO-K1 Ca ag	CHO parental Ca	CHRM1 agonist	CHRM1 PAM	TAAR1 ag
O=C1C=C(NCC2CCCO2)C2(CCCCC2)O1 (stereo not drawn)	11.6	12.1	2.1	-10.0	0.6	-1.6	-4.4	-7.0	3.2
CCc1ccc(CNC(=O)C2CCCN(c3nc4ccccc4o3)C2)cc1 (stereo not drawn)	3.8	-9.8	12.5	-0.8	1.4	-19.2	-4.7	6.2	8.9
